RBX1-CUL1 inh: blocks human RBX1-Cullin-1 di-ubiquitin formation | P62877+Q13616 | in vitro K48 di-Ub FRET, acceptor:donor ratio, 45 min | inhibition, % at 10 µM | actives 0.6% (n = 140,000) | AID 1347404; in the data active = inhibition above about 25%
Target sequence (P62877 whole entry, looked up): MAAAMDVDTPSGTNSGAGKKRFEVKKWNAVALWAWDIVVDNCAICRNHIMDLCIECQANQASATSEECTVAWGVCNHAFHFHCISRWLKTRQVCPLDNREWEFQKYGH
Target sequence (Q13616 whole entry, looked up): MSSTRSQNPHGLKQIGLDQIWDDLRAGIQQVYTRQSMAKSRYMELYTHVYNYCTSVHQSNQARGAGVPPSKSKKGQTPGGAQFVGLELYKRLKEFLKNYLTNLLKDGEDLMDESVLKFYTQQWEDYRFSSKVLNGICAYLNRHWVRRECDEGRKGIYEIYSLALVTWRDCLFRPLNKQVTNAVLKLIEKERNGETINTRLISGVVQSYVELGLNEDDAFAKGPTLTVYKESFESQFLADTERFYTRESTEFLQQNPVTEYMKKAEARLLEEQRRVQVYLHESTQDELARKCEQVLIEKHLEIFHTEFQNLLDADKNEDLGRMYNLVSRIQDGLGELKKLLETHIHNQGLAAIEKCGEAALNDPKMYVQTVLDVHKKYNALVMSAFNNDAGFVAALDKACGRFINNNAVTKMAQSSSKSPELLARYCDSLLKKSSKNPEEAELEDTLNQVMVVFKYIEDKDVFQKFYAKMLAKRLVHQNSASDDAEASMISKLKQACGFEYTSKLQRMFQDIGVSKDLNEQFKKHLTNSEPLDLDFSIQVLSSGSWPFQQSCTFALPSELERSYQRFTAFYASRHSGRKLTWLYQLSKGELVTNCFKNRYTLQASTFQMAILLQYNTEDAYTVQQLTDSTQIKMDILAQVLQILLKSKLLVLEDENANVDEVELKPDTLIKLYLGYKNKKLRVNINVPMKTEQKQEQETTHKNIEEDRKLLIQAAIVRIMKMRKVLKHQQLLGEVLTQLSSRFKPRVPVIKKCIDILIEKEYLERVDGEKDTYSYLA
* hit, by the source's call.

CCOc1cc(C2c3c(n[nH]c3C)OC(=N)C2C#N)ccc1OCc1ccc2ccccc2c1 (stereo unspecified) was read as RBX1-CUL1 inh 6.
Screening CS(=O)(=O)Nc1cccc(C(=O)NC2CCCCC2)c1 returned RBX1-CUL1 inh -1.
For Cc1n[nH]c(=S)c(C#N)c1/C=C/c1ccccc1 the results were RBX1-CUL1 inh 6.
`COc1ccc(C2CC(c3ccccc3)=Nc3nc(NC(=O)c4ccc(C)cc4)nn32)cc1` (stereo unspecified) gave RBX1-CUL1 inh 4.
`Cc1ccc(C)c(Cn2nc(C)n3c(cc4cc(C)ccc43)c2=O)c1` gave RBX1-CUL1 inh -3.
For O=C(O)/C=C\c1cccc(-n2cnnn2)c1 the results were RBX1-CUL1 inh -1.
Screening CC1(C)CC(=O)C=C(/C=C/c2ccccc2O)C1 returned RBX1-CUL1 inh 5.
Screening COc1ccccc1CC(=O)Nc1nnc(C(C)(C)C)s1 returned RBX1-CUL1 inh -8.
Cc1ccc(CC2(CCC(=O)N3CCC(C)CC3)CCC(=O)N2)cc1 (stereo unspecified) was read as RBX1-CUL1 inh 2.
`CN(C)C(=O)CCC(=O)N1CCCC(CCc2ccccc2C(F)(F)F)C1` (stereo unspecified) gave RBX1-CUL1 inh -6.
COc1cc(OC)c(OC)cc1CNc1sc2c(c1C(=O)Nc1ccccc1OC)CCC2 was read as RBX1-CUL1 inh -8.
O=C(N/N=C/c1ccncc1)C1CC1(c1ccccc1)c1ccccc1 (stereo unspecified) was read as RBX1-CUL1 inh 3.
CCCC(=O)Nc1cc(C(=O)NCc2ccc(OC)cc2)ccc1S(=O)(=O)c1ccc(Cl)cc1 was read as RBX1-CUL1 inh -10.
For COc1cc(OC)c(NC(=O)c2csc3c2CCC(C)C3)cc1Cl (stereo unspecified) the results were RBX1-CUL1 inh -10.
For Nc1c(C(=O)c2cc(Cl)ccc2Cl)sc2nc3c(cc12)CCCC3 the results were RBX1-CUL1 inh -1.

Brought forward from above: 5 compounds; new compounds follow.
COc1cc(OC)c(OC)cc1CNc1sc2c(c1C(=O)Nc1ccccc1OC)CCC2 was read as RBX1-CUL1 inh -8.
O=C(N/N=C/c1ccncc1)C1CC1(c1ccccc1)c1ccccc1 (stereo unspecified) was read as RBX1-CUL1 inh 3.
CCCC(=O)Nc1cc(C(=O)NCc2ccc(OC)cc2)ccc1S(=O)(=O)c1ccc(Cl)cc1 was read as RBX1-CUL1 inh -10.
For COc1cc(OC)c(NC(=O)c2csc3c2CCC(C)C3)cc1Cl (stereo unspecified) the results were RBX1-CUL1 inh -10.
For Nc1c(C(=O)c2cc(Cl)ccc2Cl)sc2nc3c(cc12)CCCC3 the results were RBX1-CUL1 inh -1.
Screening O=C(NCC(c1ccc(Cl)cc1)N1CCCCC1)c1ccc(F)cc1 (stereo unspecified) returned RBX1-CUL1 inh -6.
For COc1ccc(OS(C)(=O)=O)cc1 the results were RBX1-CUL1 inh 4.
Cc1nc(CN(C)C(=O)c2csc3nc(-c4cccc(F)c4)cn23)cs1 was read as RBX1-CUL1 inh -6.
`CCN(CC)CCCNc1ccc(C2CCCC2)cc1` gave RBX1-CUL1 inh -11.
CCOc1cc(C2c3c(n[nH]c3C(C)(C)C)OC(=N)C2C#N)ccc1O (stereo unspecified) was read as RBX1-CUL1 inh 0.
Cc1c(C(=O)NCc2ccccc2)sc2nc3n(c(=O)c12)CCC3 was read as RBX1-CUL1 inh -5.
CCn1cc(C(=O)N2CCC(C3CCN(CC(C)C)CC3)C2)cn1 (stereo unspecified) was read as RBX1-CUL1 inh 0.
Screening Cc1ccc(NC(=O)c2c(C(=O)Nc3ccccc3)sc3nc(C)cc(=O)n23)c(C)c1 returned RBX1-CUL1 inh -3.
For COc1ccc([N+](=O)[O-])cc1NC(c1nnc(-c2ccccc2)o1)c1ccccc1F (stereo unspecified) the results were RBX1-CUL1 inh 5.
Screening CC(C)S(=O)(=O)c1oc(-c2ccc(F)cc2)nc1S(=O)(=O)c1ccc(F)cc1 returned RBX1-CUL1 inh 9.
COc1ccc(-n2cc3c(c2-c2cccc(Br)c2)c(=O)n(C)c(=O)n3C)cc1OC was read as RBX1-CUL1 inh -10.
For Cc1ccc2c(c1)cc(C(=O)Nc1ccccc1C)n2C the results were RBX1-CUL1 inh 3.
`COc1ccc(N(CC(=O)Nc2ccccc2-c2ccccc2)S(C)(=O)=O)c(OC)c1` gave RBX1-CUL1 inh -7.
Screening CCCCC1C(=O)n2nc(C)c(-c3ccc(OC)cc3)c2N=C1C (stereo unspecified) returned RBX1-CUL1 inh -6.
For CC(C)CC(=O)NC(=S)Nc1ccc(S(=O)(=O)N(C)C)cc1 the results were RBX1-CUL1 inh -4.

The final 4 entries of the section before open the next one.
For Cc1ccc2c(c1)cc(C(=O)Nc1ccccc1C)n2C the results were RBX1-CUL1 inh 3.
`COc1ccc(N(CC(=O)Nc2ccccc2-c2ccccc2)S(C)(=O)=O)c(OC)c1` gave RBX1-CUL1 inh -7.
Screening CCCCC1C(=O)n2nc(C)c(-c3ccc(OC)cc3)c2N=C1C (stereo unspecified) returned RBX1-CUL1 inh -6.
For CC(C)CC(=O)NC(=S)Nc1ccc(S(=O)(=O)N(C)C)cc1 the results were RBX1-CUL1 inh -4.
CC1=C(c2ccc(C)cc2)S(=O)(=O)N(Cc2ccc(C(=O)Nc3ccc(F)cc3C)cc2)C1=O was read as RBX1-CUL1 inh -4.
O=C1c2ccccc2C(=O)c2ccc3c4c(ccc1c24)CC3 was read as RBX1-CUL1 inh -12.
O=C(/C=C/Sc1nc(-c2ccccc2)cs1)c1ccccc1 was read as RBX1-CUL1 inh -9.
`CCCCC1S/C(=N/N=C/c2cccs2)NC1=O` (stereo unspecified) gave RBX1-CUL1 inh 3.
`Cc1ccccc1OCCn1c(/C=C(/OC(=O)c2ccc(Cl)cc2)c2ccc(Cl)cc2)nc2ccccc21` gave RBX1-CUL1 inh 4.
`COc1ccc(C(=O)NCc2nnc(SCC(=O)Nc3ccccc3)n2-c2ccc(F)cc2)cc1` gave RBX1-CUL1 inh -6.
Screening O=C(c1ccccc1)N1CCN(Cc2c(Cl)cccc2Cl)CC1 returned RBX1-CUL1 inh -4.
For CC1(C)CC(=O)C(C=Nc2cccc(N)c2)C(=O)C1 the results were RBX1-CUL1 inh 8.
For N#CC1C(=N)Oc2n[nH]c(-c3cccc4ccccc34)c2C1c1cccc(O)c1 (stereo unspecified) the results were RBX1-CUL1 inh 1.
For COc1cc2c(cc1OC)C(C)N(CCc1ccc(Cl)cc1)CC2 (stereo unspecified) the results were RBX1-CUL1 inh 1.
`CCOC(=O)N1CCN(C(=S)NC(=O)/C=C/c2ccc(C)cc2)CC1` gave RBX1-CUL1 inh -2.
For Fc1ccc(Nc2nc(-c3ccc(F)cc3)c3c(n2)-c2ccccc2OC3)cc1 the results were RBX1-CUL1 inh -2.
`CCOc1ccc(S(=O)(=O)NC2CC2)cc1` gave RBX1-CUL1 inh -3.
CCCn1c(=O)c2sccc2n2c(CCCC(=O)NCc3ccccc3)nnc12 was read as RBX1-CUL1 inh 1.
CCOC(=O)c1c(NC(=O)Cn2cnc3scc(-c4ccccc4)c3c2=O)sc2c1CCCC2 was read as RBX1-CUL1 inh -3.
`Cc1cc(C)n(-c2ccc(F)cc2CNCc2cccnc2N(C)C)n1` gave RBX1-CUL1 inh -1.
`O=C(COC(=O)c1cccc2ccccc12)c1ccc(Cl)c(Cl)c1` gave RBX1-CUL1 inh 0.
For Cc1noc(-c2ccccc2OCC(=O)Nc2cccc([N+](=O)[O-])c2)n1 the results were RBX1-CUL1 inh -10.
Screening CN1CCN(C(=O)CC2(c3ccccc3Cl)CC(=O)N(C3CCCC3)C2=O)[C@@H](c2ccccc2)C1 (stereo partly specified) returned RBX1-CUL1 inh -13.
`COCCOC(=O)C1C(C)=NC2=C(C(=O)CC(c3ccccc3OC)C2)C1c1ccc(OC)c(OC)c1` (stereo unspecified) gave RBX1-CUL1 inh -2.
For COCc1[nH]n2c(=O)cc(C3CNC(=O)C3)nc2c1-c1ccc(Cl)cc1 (stereo unspecified) the results were RBX1-CUL1 inh 8.
O=C1CCN(S(=O)(=O)c2ccc(Br)cc2)CCN1 was read as RBX1-CUL1 inh 7.
For CCCNC(=O)C1=CC(c2ccc3c(c2)OCO3)=NS(=O)(=O)N1C the results were RBX1-CUL1 inh 7.
For CN(Cc1cccc2cnccc12)c1nc2nonc2nc1N1CCOCC1 the results were RBX1-CUL1 inh -6.
CCC(=O)CC1(NC(C)=O)CCC1 was read as RBX1-CUL1 inh -10.
Screening CCCCOc1ccc(/C=N/NC(=O)Cc2ccc(F)cc2)cc1 returned RBX1-CUL1 inh -1.
`COc1cccc(CNC(=O)C(CC(C)C)NS(=O)(=O)c2ccc3c(c2)oc(=O)n3C)c1` (stereo unspecified) gave RBX1-CUL1 inh -9.
Screening O=C(NCc1ccc2c(c1)OCO2)c1ccc2c(c1)N(Cc1c(F)cccc1Cl)C(=O)c1ccccc1S2 returned RBX1-CUL1 inh -4.
OCc1cccc(N=Cc2cccc(Cl)c2Cl)c1 was read as RBX1-CUL1 inh 9.
For CCCC1=NN2C(=N)/C(=C/c3ccc(OCCOc4cc(C)ccc4C(C)C)cc3)C(=O)N=C2S1 the results were RBX1-CUL1 inh 2.
For Cc1cc(C)c2cccc(N=CC3N=C(c4ccccc4)OC3=O)c2n1 (stereo unspecified) the results were RBX1-CUL1 inh -5.
For O=C(c1cccc(Cl)c1)n1nc(-c2cccnc2)nc1NCc1ccccc1 the results were RBX1-CUL1 inh -5.
Clc1cc(Cl)c(-[n+]2nc(-c3ccccc3)cs2)c(Cl)c1 was read as RBX1-CUL1 inh -10.
Screening O=C(CSc1nc2scc(-c3cccs3)c2c(=O)n1-c1ccccc1)c1cccs1 returned RBX1-CUL1 inh 0.
O=C(c1ccncc1)N1CCC2(CCCN(Cc3ccc(F)c(F)c3)C2=O)C1 (stereo unspecified) was read as RBX1-CUL1 inh 6.
Cc1ccc(NC(=O)c2cccc(N3CCCS3(=O)=O)c2)cc1 was read as RBX1-CUL1 inh -6.
Screening CCc1noc(C)c1C(=O)NC1CCCCC1C (stereo unspecified) returned RBX1-CUL1 inh -6.
Screening CN1C(=O)C(Sc2ccccc2C(=O)O)C(=O)c2c1n(C)c(=O)n(C)c2=O (stereo unspecified) returned RBX1-CUL1 inh 5.
Screening O=C1NN(c2ccc(F)cc2)C(=O)/C1=C/c1ccccc1O returned RBX1-CUL1 inh 2.
Oc1ccccc1-c1nc(/C=C/c2ccc(F)cc2)nn1-c1ccccc1 was read as RBX1-CUL1 inh 4.
Screening N#CC1C(=N)Oc2n[nH]c(-c3ccc(C4CCCCC4)cc3)c2C1c1ccccc1F (stereo unspecified) returned RBX1-CUL1 inh 1.
`Cc1nnc(-c2cccc(NC(=O)C3CCN(C(=O)CC(F)(F)F)CC3)c2)s1` gave RBX1-CUL1 inh -3.
CCOC(=O)c1cccc(NC(=O)CSc2nnc(COc3ccc(Cl)cc3)n2C)c1 was read as RBX1-CUL1 inh 3.
CCOC(=O)c1oc2ccc(S(=O)(=O)n3nc(-c4cc(OC)cc(OC)c4)cc3N)cc2c1C was read as RBX1-CUL1 inh -9.
Screening CCCCCCCCCCCC(=O)Nc1c2c(nc3ccccc13)N(c1ccccc1)CC2 returned RBX1-CUL1 inh -2.
COc1ccc(C(=O)COC(=O)c2ccc(N)cc2)cc1 was read as RBX1-CUL1 inh 0.
O=C(CSc1nc(-c2ccccc2)cc(=O)[nH]1)NCC1CCCO1 (stereo unspecified) was read as RBX1-CUL1 inh 0.
CCc1nnc2c3ccccc3nc(Nc3ccc(C(C)=O)cc3)n12 was read as RBX1-CUL1 inh 5.
CCOC(=O)N1CCC(NC(=O)c2ccc3c(c2)N(Cc2ccc(F)cc2)C(=O)c2ccccc2S3=O)CC1 (stereo unspecified) was read as RBX1-CUL1 inh 2.
`CCCCOc1ccccc1/C=C1/SC(=O)N(CN2CCN(c3ccc(C)cc3)CC2)C1=O` gave RBX1-CUL1 inh 4.
Screening Cc1cc(C)cc(-c2nnc3sc(C(C)C)nn23)c1 returned RBX1-CUL1 inh -2.
Screening Cc1c(C(=O)N/N=C/c2ccccc2)nnn1-c1nonc1N returned RBX1-CUL1 inh 13.
`COC(=O)c1c(S(=O)(=O)Nc2ccc(C)cc2)sc2c1CCN(C(=O)CC1CCCC1)C2` gave RBX1-CUL1 inh 3.
For Cc1ccc(C)c(N2CCN(C(=O)CCNS(=O)(=O)c3ccc4c(c3)CCN4C(=O)C3CC3)CC2)c1 the results were RBX1-CUL1 inh -20.
`CCc1ccccc1NC(=O)C(C)CC` (stereo unspecified) gave RBX1-CUL1 inh 2.
For O=C(O)c1cc(F)ccc1I the results were RBX1-CUL1 inh 12.
For O=C(Cc1ccc(Br)cc1)N1CCN(c2ccc(F)cc2)CC1 the results were RBX1-CUL1 inh 5.
CC1=Nc2cc(=O)[nH]c(=O)n2C(c2cccc([N+](=O)[O-])c2)C1C(=O)OC(C)C (stereo unspecified) was read as RBX1-CUL1 inh 1.
For NS(=O)(=O)c1ccc(NCc2ccc(Cl)cc2Cl)cc1 the results were RBX1-CUL1 inh -1.
For Cc1ccc(C(C)CCN2CCOc3ccc(CN4CCC(O)(c5cccnc5)CC4)cc3C2)o1 (stereo unspecified) the results were RBX1-CUL1 inh 3.
CCCCC(=O)NC(Nc1sc2c(c1C(=O)OCC)CCN(C)C2)(C(=O)OCC)C(F)(F)F (stereo unspecified) was read as RBX1-CUL1 inh 0.
Screening CCOc1ccccc1NC(=O)c1ccccc1OCC returned RBX1-CUL1 inh -1.
COCCn1c(CN2CCCO2)cnc1S(=O)(=O)CC1CCCCC1 was read as RBX1-CUL1 inh -3.
For Cc1ccc(Oc2cc(-n3ncc(Cl)c(Cl)c3=O)nc(-c3ccccc3)n2)cc1 the results were RBX1-CUL1 inh -4.

The list is partial; count on the stated rates, not on these rows.
